H37Rv inhibition – M. tuberculosis growth inhibition, HTS (AID 449762); M. tuberculosis H37Rv growth inhibition, 7H9 media; higher % means a stronger effect; one-dose inhibition, % at 25 µM; IC50 in µM for titrated hits; hit rate 0.59% among 330,000; in the data active = a potency from the dose series; inconclusive = inhibition above about 70% without an active follow-up result;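 also: bacterial growth assessed after seven days of incubation; strong numbers were not always called active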
H1N1 NS1A inhibition – H1N1 influenza NS1A inhibitors, functional cell based assay (AID 504329) | NS1A functional cell-based assay, percent inhibition; higher % means a stronger effect | one-dose inhibition, % at 12.5 µM; IC50 in µM for titrated hits | hit rate 0.3% among 340,000; in the data active = a potency from the dose series; inconclusive = inhibition above about 27% without an active follow-up result; also: strong numbers were not always called active
inhibitors of VEEV – inhibitors of VEEV TC-83 cytopathic effect, confirmation, Vero cells (AID 588727) | Vero cells, VEEV TC-83 cytopathic effect inhibition; higher % means a stronger effect | inhibition, % at 20 µM; hits with a dose series show IC50 in µM | hit rate 0.13% among 350,000; in the data active = a potency from the dose series; inconclusive = inhibition mostly from about 14% at the one dose, without a potency; inactive = the rest, 99 in 100 with inhibition below about 12%; also: strong numbers were not always called active
tuberculosis growth – growth inhibition of non-replicating M. tuberculosis (AID 488890); Mycobacterium tuberculosis non-replicating, growth inhibition; higher % means a stronger effect; inhibition, % at 25 µM, or IC50 in µM where a hit was titrated; hit rate 0.39% among 320,000; in the data active = a potency from the dose series; inconclusive = inhibition mostly from about 82% at the one dose, without a potency; inactive = the rest, 99 in 100 with inhibition below about 76%;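 also: plate controls were DMSO cells for no effect and high antibiotic wells for full effect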
Salmonella PhoP GFP – PhoP regulon inhibitors, Salmonella typhi PhoP promoter GFP reporter, confirmatory (AID 1850); Salmonella Typhi PhoP-promoter GFP reporter, fluorescence, 4 h; higher % means a stronger effect; inhibition, % at 50 µM, or IC50 in µM where a hit was titrated; hit rate 0.33% among 310,000; in the data active = a potency from the dose series; inconclusive = inhibition mostly from about 25% at the one dose, without a potency; inactive = the rest, 99 in 100 with inhibition below about 19%;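 also: 0% = induced wells with vehicle and 100% = uninduced wells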
inhibitors of VEEV 10K pilot screen – further read-out of inhibitors of VEEV, marked with its call; inhibition, %; measured here: 10K pilot screen inhibition
* marks the source's active call; other numbers are inactive results; i = inactive; u = inconclusive; x = not tested or not shown.

SMILES	H37Rv inhibition	H1N1 NS1A inhibition	inhibitors of VEEV	tuberculosis growth	Salmonella PhoP GFP	others
N#Cc1cccc(C(=O)OCc2cccc(S(=O)(=O)N3CCOCC3)c2)c1	x	-10.7%	8.2%	x	x
CCn1c2ccccc2c2cc(CN3CCN(S(=O)(=O)Cc4ccccc4)CC3)ccc21	2.5%	3.4%	0.8%	5.3%	6.7%
COc1ccccc1NS(=O)(=O)c1cccc(C(=O)N/N=C/c2ccc3c(c2)OCCO3)c1	-6.8%	0.8%	i	18.9%	-7.5%
CC(C)OCCCNc1ncnc2c1[nH]c1ccccc12	1.7%	3.8%	2.8%	48.7%	11.2%
CCCn1c2c(c(O)c(C(=O)NCCCN(CC)CC)c1=O)CCCC2	-0.6%	3.4%	0.3%	2.9%	1.3%
CN(C)S(=O)(=O)c1cc(NC(=O)CN2C(=O)NC3(CCCc4ccccc43)C2=O)ccc1Cl (stereo not drawn)	1.5%	-1.8%	4.8%	20.8%	2.8%
O=C(COc1ccc(Cl)cc1)Nc1ccc(N2CCN(C(=O)c3ccco3)CC2)cc1	-10.2%	-9.9%	i	74.1%	-11.0%
O=C(c1ccc2c(=O)n(Cc3ccccc3Cl)c(=S)[nH]c2c1)N1CCCC1	4.5%	5.2%	3.9%	8.8%	4.3%
CC(NC(=O)COC(=O)c1ccc2c(=O)n3c(nc2c1)CCCCC3)c1ccccc1 (stereo not drawn)	u	-6.5%	0.5%	u	x
CCOc1ccc(NS(=O)(=O)c2cc3c4c(c2)C(C)C(=O)N4CCC3)cc1 (stereo not drawn)	-2.2%	0.2%	3.6%	7.8%	2.1%
CCN1CCN(CCOc2cccc(Cl)c2Cl)CC1	-5.2%	-0.7%	i	8.3%	-2.3%
O=C1Nc2ccc(S(=O)(=O)N3CCCCCC3)c3cccc1c23	-5.3%	-4.2%	3.5%	11.1%	-7.9%
COC(=O)c1c(NC(=O)C2CC=CCC2C(=O)O)sc2c1CCCCC2 (stereo not drawn)	-2.6%	-9.1%	1.5%	30.9%	9.6%
CCn1nc(C)c(CNC(=O)c2cc(COc3ccc(C)nc3)on2)c1C	6.5%	1.0%	2.1%	-1.9%	1.3%
O=C(CCc1nnc(CCCCc2ccccc2)o1)N1CCC(N2CCCC2)CC1	1.6%	-4.0%	0.6%	33.5%	-8.4%
O=C(OCN1C(=O)c2ccccc2C1=O)c1ccc(Cl)nc1	-6.1%	1.9%	4.5%	-4.8%	10.1%
O=[N+]([O-])c1ccc(Sc2ccc(Cl)c(Cl)c2)nc1	-5.9%	7.8%	3.0%	32.6%	8.5%
O=C(O)c1cccc(NCc2cccnc2)c1	-5.4%	1.5%	1.3%	-3.6%	-14.2%
Cc1nn(C)cc1C=NCCOCc1ccccc1	-5.0%	1.4%	1.4%	23.9%	-3.4%
COc1ccc([N+](=O)[O-])cc1NC(=O)C(C)OC(=O)Cn1[nH]c(=O)c2ccccc2c1=O (stereo not drawn)	-5.7%	-1.3%	1.1%	-12.8%	-4.6%
O=C(CCn1ccc2cc(S(=O)(=O)N3CCCC3)ccc21)NCCc1ccccc1	-0.1%	-6.9%	7.0%	23.4%	-1.2%
CCCCSc1nnc(CCCCCNC(=O)OC(C)(C)C)o1	u	-25.6%	i	u	3.6%
C=CCn1cc(C(=O)NCc2ccc3c(c2)OCO3)c(=O)c2cc(S(=O)(=O)N(CC)CC)ccc21	x	-4.7%	5.0%	x	x
CC(C)CNC(=O)c1c(F)c(F)c(F)c(F)c1F	-1.6%	1.7%	0.1%	-13.9%	11.0%
O=C(CSc1nc2ccccc2c(=O)n1CC1CCCO1)NCc1ccccc1 (stereo not drawn)	11.3%	-0.9%	2.1%	11.3%	7.5%

In the list so far, 5 have four or more nitrogen atoms:
SMILES	H37Rv inhibition	H1N1 NS1A inhibition	inhibitors of VEEV	tuberculosis growth	Salmonella PhoP GFP	others
CC(C)OCCCNc1ncnc2c1[nH]c1ccccc12	1.7%	3.8%	2.8%	48.7%	11.2%
CN(C)S(=O)(=O)c1cc(NC(=O)CN2C(=O)NC3(CCCc4ccccc43)C2=O)ccc1Cl (stereo not drawn)	1.5%	-1.8%	4.8%	20.8%	2.8%
CCn1nc(C)c(CNC(=O)c2cc(COc3ccc(C)nc3)on2)c1C	6.5%	1.0%	2.1%	-1.9%	1.3%
O=C(CCc1nnc(CCCCc2ccccc2)o1)N1CCC(N2CCCC2)CC1	1.6%	-4.0%	0.6%	33.5%	-8.4%
COc1ccc([N+](=O)[O-])cc1NC(=O)C(C)OC(=O)Cn1[nH]c(=O)c2ccccc2c1=O (stereo not drawn)	-5.7%	-1.3%	1.1%	-12.8%	-4.6%

More results follow.
SMILES	H37Rv inhibition	H1N1 NS1A inhibition	inhibitors of VEEV	tuberculosis growth	Salmonella PhoP GFP	others
O=C(Nc1ccc(OC(=O)c2cccs2)cc1)c1ccco1	u	16.1%	2.2%	u	1.1%
CC(C)Oc1ccc(C(=O)NCC(=O)O)cc1	1.7%	-8.0%	0.7%	-16.0%	8.1%
[O-][n+]1cccc2c(Br)cc(Br)c(O)c21	u	-19.5%	0.5%	u	69.1µM*	inhibitors of VEEV 10K pilot screen=0.0
CCn1c(C(C)NC(=O)Cc2ccccc2)nc2ccccc21 (stereo not drawn)	7.2%	-3.9%	0.5%	3.7%	2.8%
COCCNC(=O)C(c1cccc(OC)c1)N(C(=O)Cn1nnc2ccccc21)c1cccnc1 (stereo not drawn)	-12.2%	-6.5%	0.7%	16.1%	-0.5%
Cc1cc(C(=S)N2CCOCC2)c(C)n1-c1ccc(Cl)cc1	5.2%	0.9%	2.3%	27.4%	9.3%
C=CCc1c(C)nc(SC)nc1Nc1ccccc1	7.2%	2.4%	0.1%	32.4%	-15.5%
Cc1cc(C)n(-c2nc3ccccc3nc2N2CCN(S(=O)(=O)c3ccc(F)c(C)c3)CC2)n1	3.6%	22.6%	i	-9.9%	-0.4%
O=C(Cn1nnc2ccccc2c1=O)NC1CCCCC1	3.0%	-8.0%	0.7%	-11.4%	0.9%
COc1ccc(NC(=S)c2ccccc2)cc1	0.1%	-9.1%	1.5%	33.3%	-2.7%
COc1cccc(NC(=O)C(C)OC(=O)c2n[nH]c3ccccc23)c1 (stereo not drawn)	-3.4%	-21.9%	2.8%	-8.0%	x
COc1ccccc1N(CC(=O)NCc1ccco1)C(=O)CCC(=O)Nc1ccccn1	-7.2%	11.4%	1.4%	15.2%	-0.1%
CC1(C)Cn2c(nnc2-c2ccccc2)S1	-10.4%	2.3%	i	-1.9%	-4.6%
CN1CCN(C(=S)C(=O)NCc2ccccc2)CC1	-5.1%	-6.4%	0.1%	-15.0%	1.5%
O=C(NC(NC(=S)Nc1ccccc1C(=O)O)C(Cl)(Cl)Cl)c1ccccc1 (stereo not drawn)	6.7%	10.2%	0.4%	u	6.1%
CCCCNC(=O)NNc1nc(Cl)cc(C)c1C#N	-3.9%	-8.9%	1.1%	-0.7%	7.3%
COc1cc(NC(=O)Cn2nc(Cc3cccnc3)c3ccccc3c2=O)cc(OC)c1OC	-7.5%	19.3%	0.7%	10.4%	1.1%	inhibitors of VEEV 10K pilot screen=1.6
CCn1c(SCC(=O)Nc2nc3ccc(OC)cc3s2)nc2c1c(=O)n(C)c(=O)n2C	7.2%	3.7%	7.6%	16.7%	-3.1%
COc1ccc(CCCc2n[nH]c(=S)o2)cc1C	3.0%	-5.1%	0.8%	44.9%	1.3%
O=C(c1ccc(Cl)c(S(=O)(=O)NCc2cccnc2)c1)N1CCCC1	-5.6%	-8.4%	1.1%	-29.5%	x
COc1ccc(/C=N/NC(=O)CNC(=O)c2ccncc2)cc1	-0.4%	7.5%	1.3%	2.2%	8.2%
O=C(N/C(=C\c1ccc([N+](=O)[O-])cc1)C(=O)N1CCOCC1)c1cccc(Br)c1	-10.5%	31.3%	4.0%	12.3%	-4.3%
NC(=S)NN=C1c2ccccc2-c2cc(Br)ccc21	x	-18.9%	6.9%	x	x
CCOC(=O)C1CCN(S(=O)(=O)c2ccc(Br)c(OCC)c2)CC1	-2.5%	0.1%	1.3%	28.3%	10.3%
COc1ccc(/C(C)=N/NC(=O)CNC(=O)/C=C\c2ccccc2OC)c(OC)c1	12.1%	-5.5%	4.0%	8.2%	-6.7%

Arranged by count of non-hydrogen atoms (ascending): part of the list above
SMILES	H37Rv inhibition	H1N1 NS1A inhibition	inhibitors of VEEV	tuberculosis growth	Salmonella PhoP GFP	others
[O-][n+]1cccc2c(Br)cc(Br)c(O)c21	u	-19.5%	0.5%	u	69.1µM*	inhibitors of VEEV 10K pilot screen=0.0
Cc1cc(C(=S)N2CCOCC2)c(C)n1-c1ccc(Cl)cc1	5.2%	0.9%	2.3%	27.4%	9.3%
CCn1c(C(C)NC(=O)Cc2ccccc2)nc2ccccc21 (stereo not drawn)	7.2%	-3.9%	0.5%	3.7%	2.8%
O=C(c1ccc(Cl)c(S(=O)(=O)NCc2cccnc2)c1)N1CCCC1	-5.6%	-8.4%	1.1%	-29.5%	x
O=C(NC(NC(=S)Nc1ccccc1C(=O)O)C(Cl)(Cl)Cl)c1ccccc1 (stereo not drawn)	6.7%	10.2%	0.4%	u	6.1%
CCn1c(SCC(=O)Nc2nc3ccc(OC)cc3s2)nc2c1c(=O)n(C)c(=O)n2C	7.2%	3.7%	7.6%	16.7%	-3.1%
Cc1cc(C)n(-c2nc3ccccc3nc2N2CCN(S(=O)(=O)c3ccc(F)c(C)c3)CC2)n1	3.6%	22.6%	i	-9.9%	-0.4%

(further entries)
SMILES	H37Rv inhibition	H1N1 NS1A inhibition	inhibitors of VEEV	tuberculosis growth	Salmonella PhoP GFP	others
CCC(=O)c1ccc(OCC(=O)N(Cc2nnc(-c3ccccc3Cl)o2)C2CC2)cc1	34.4%	7.7%	9.1%	37.3%	-4.8%
Cc1cccc(C(=O)O/N=C(\N)c2ccccn2)c1	2.5%	-2.1%	0.1%	9.2%	2.8%
Cc1cccc(C)c1OC(=O)Cc1ccccc1[N+](=O)[O-]	2.1%	3.0%	1.1%	-6.6%	6.8%
CCCc1nn(C)c(C(=O)Nc2ccc(C)c(C)c2)c1Cl	44.7%	2.1%	6.7%	12.3%	-14.9%
CC1C(=O)Nc2ccc(S(=O)(=O)N3CCN(c4cccc(C(F)(F)F)c4)CC3)cc2NC1=O (stereo not drawn)	5.2%	10.9%	2.2%	16.0%	12.2%
Cc1ccc(NC(=O)COC(=O)c2ccnn2C)cc1	-7.8%	-6.6%	0.4%	5.7%	-0.5%
O=C(O)c1ccc(N/N=C/c2cc3ccccc3nc2Cl)cc1	11.8%	10.1%	1.1%	-3.4%	-7.5%
Cc1nnc(NC(=O)C2CCCCC2)s1	-2.7%	0.0%	1.9%	-3.4%	0.6%	inhibitors of VEEV 10K pilot screen=1.1
NC12CC3CC(C1)CC(CO)(C3)O2	-0.4%	-6.5%	0.8%	-7.6%	1.4%
Cc1ccc(-c2nn(-c3ccccc3)cc2C=C2C(=O)CC(C)(C)CC2=O)cc1	28.4%	-4.1%	8.1%	u	-6.7%
CCCNS(=O)(=O)c1ccc(CCC(=O)Nc2ccc3c(c2)OCO3)cc1	-13.3%	1.3%	0.6%	-4.0%	2.0%
O=C(CNS(=O)(=O)c1ccccc1F)Nc1ccc(N2CCOCC2)cc1	-0.7%	-3.4%	i	0.1%	-7.8%
C#CCN(CC=C)C(=O)c1ccc(OC2CCN(S(=O)(=O)N(C)C)CC2)cc1	3.0%	-0.9%	0.1%	x	-6.1%
Nc1ncnc2c1ncn2[C@@H]1O[C@H](CNS(=O)(=O)c2cc(S(=O)(=O)c3ccccc3)cs2)[C@@H](O)[C@H]1O	x	-16.8%	0.6%	x	x
COc1cc(/C=C/C(=O)Nc2ccc(S(=O)(=O)Nc3onc(C)c3C)cc2)cc(OC)c1OC	x	1.1%	0.6%	x	x
COc1ccccc1CC(=O)NC(=O)c1ccccc1O	-0.1%	3.2%	0.9%	5.9%	-1.0%
CCN(Cc1ccccc1)S(=O)(=O)c1ccc(S(=O)(=O)N(Cc2cccc(OC)c2)CC2CCCO2)cc1 (stereo not drawn)	-4.6%	15.6%	i	-8.4%	-16.4%
O=C(Nc1ccc(-c2nnc3n2CCCCC3)cc1)c1cc2ccccc2o1	u	-4.6%	7.8%	64.4%	3.4%
COc1ccc([N+](=O)[O-])cc1NC(=O)Cc1ccc(Cl)cc1	2.0%	-8.1%	2.3%	5.9%	-11.9%
CC1CC(C(F)F)n2nc(C(=O)O)cc2N1 (stereo not drawn)	0.4%	-2.4%	i	-6.6%	3.1%
